Bioassay records (PubChem BioAssay)
IkB sig inh = IkB pathway inhibition in ABC-DLBCL cells | ABC-DLBCL IkBa-CBG/CBR dual luciferase ratio, 4 h; response scale: scaled: untreated 0%, proteasome inhibitor 100% | Potency, µM (highest dose often 57.1 µM), for the others: at the highest dose IkBa stabilization activation | actives 0.04% (n = 110,000); active means well fitted curve in the direction sought with a large enough effect in the signal ratio, not every such curve was filed as active; inconclusive means small, poorly fitted or top-dose-only effect, or a change in a side signal; the % refers to the signal ratio;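 further: the direction sought is a rising ratio; 0% = basal untreated cells and 100% = reference inhibitor full response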
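Luminescence ratio of IκBα-fused green versus native red beetle luciferase in OCI-Ly3 cells, 4 h post-doxycycline with compound; red signal alone, scaled from basal (0%) to zero light (-100%), flagged nonspecific or cytotoxic effects.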
p53ts 39C tox = kills p53ts cells at the nonpermissive temperature; actives 1.5% (n = 130,000); AID 902; H1299-p53A138V viability at 39C, ATP luminescence, 24 h; Potency, µM (top dose mostly 46.1 µM), without a hit: at the highest dose activity change, negative = cell killing, hits mostly cytotoxic; further: nearly all actives have a fitted effect of over 55% in size
p53ts 32C tox = cytotoxicity in p53ts cells at permissive temperature; H1299-p53A138V at 32C, ATP luminescence viability, 24 h; Potency, µM (doses to about 46.1 µM), for inactives: top-dose activity change, negative = cytotoxicity, most hits filed as cytotoxic; actives 0.93% (n = 130,000); AID 924;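 further: 0% = DMSO and -100% = full killing by reference compound; nearly all actives have a fitted effect of over 55% in size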
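ATP-content luminescence (ATPlite) read-out after 24 h compound exposure at 32C in H1299-p53A138V cells (600/well). Tested up to 46 uM. Normalized to DMSO (0%) and 100 uM tamoxifen (100% killing); Hill-fit AC50.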
Peg3 imprint = genomic imprint erasure induction; Potency, µM (highest dose often 60.7 µM), for the others: at the top dose activity change, positive = activation, actives largely listed as activators; mouse ES Peg3-LacZ reporter, beta-gal luminescence, 40 h; actives 0.02% (n = 110,000); AID 1948;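 further: 0% = negative control wells on the plate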
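Gelatin-coated wells received 300 freshly trypsinized female ES cells with a Peg3LacZ-Neo reporter on the maternal allele, then incubated 40 hours at 37C. BetaGlo was added for 5 minutes at room temperature before a single luminescence read.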
Numbers without * were called inactive; ? = inconclusive; . = no result given; [ ] = dose if it differs, or a comment. Unless noted, the call rests on the fitted dose curve; in most records, active means well fitted curve in the direction sought with a large enough effect; inconclusive means small, poorly fitted or top-dose-only effect, or another doubt; inactive means no such curve, though single readings can be large; an effect the other way counts as inactive or inconclusive. Unless noted, on the % scale 0 is the no-effect control and ±100 the full control effect; potency means the concentration at half of the fitted maximal effect.

SMILES | IkB sig inh | p53ts 39C tox | p53ts 32C tox | Peg3 imprint
COc1ccc2[nH]cc(CCNc3ccnc(-c4ccc5c(c4)OCO5)n3)c2c1 | 4.9%[11.4 µM] | -13% | 12% | -22%
CCOc1ccccc1NC(=O)c1c(NC(=O)c2ccccc2C)sc2c1CCC(C)C2 (stereo unspecified) | ? | 3% | 10% | -7%[10.9 µM]
Cc1ccc(Nc2ncnc3onc(C)c23)cc1Cl | 0.5% | -29% | 2% | -7%[10.9 µM]
Cc1c(Cl)cccc1NC(=O)NCCOCCn1c(=O)oc2ccccc21 | -0.2% | -11% | -6% | -11%[10.9 µM]
COC(=O)c1sc(-c2ccccc2)cc1NC(=O)c1cccc(Cl)c1 | ? | 4% | -1% | -2%[10.9 µM]
Cc1[nH]nc2c1C1(CCN(C(=O)c3ccccc3)CC1)C(C#N)=C(N)O2 | 3.0% | 8% | -3% | .
O=C(NC1(C(F)(F)F)C(=O)Nc2c1c(=O)[nH]c(=O)n2-c1ccccc1)c1ccccc1Cl (stereo unspecified) | -2.2% | 34% | 8% | -4%[10.9 µM]
CCCSCCCNC(=O)c1ccc(C)c(NC(=O)c2nsc3ccccc23)c1 | 1.6% | 17% | 11% | -11%[10.9 µM]
CCOC(=O)c1sc2ccccc2c1S(=O)(=O)N1CCN(c2cccc(OC)c2)CC1 | -0.4% | -18% | 23% | -2%[10.9 µM]
CCOc1ccc(Cc2nc(C)c(CC(=O)N3CCCCC3)c(=O)[nH]2)cc1 | 0.3% | 2% | 2% | 0%
Cc1cc(S(=O)(=O)Nc2ccc3[nH]c(=O)sc3c2)ccc1F | ? | -11% | 0% | -9%[10.9 µM]
CN1C(=O)C(O)(C2COC(C)(C)CC2=O)c2ccccc21 (stereo unspecified) | 1.0% | 15% | 0% | -12%
CCCCn1c(SCC(=O)Nc2ccc3c(c2)OCO3)nc2c1c(=O)n(C)c(=O)n2C | ? | -4% | 6% | -10%
CCOC(=O)/C(C#N)=C/c1ccc(-c2ccc(C)cc2)o1 | 6.1% | 49%[activator] | ? | 14%[10.9 µM]
CCCCn1cc(SCC(=O)O)c2ccccc21 | 0.6% | -2% | -3% | -12%
Cn1c(NCc2ccco2)nc2c1c(=O)n(Cc1ccc(Br)cc1)c(=O)n2C | 2.2% | -7% | 4% | -20%
CCCCc1nc2ccccc2c(=O)n1NC(=O)c1c(O)c2c(n(CC(C)C)c1=O)CCCC2 | ? | 13% | 8% | 4%
COC(=O)c1ccc(NS(=O)(=O)c2c(C)nc3sccn3c2=O)cc1 | -0.8% | -6% | -2% | -15%[10.9 µM]
Cc1cc(C)n(-c2nnc3n2N=C(c2c[nH]c4ccccc24)CS3)n1 | -10% | -5% | 13% | -28%
COC(=O)N1CCC2(CCN(C(=O)Nc3cccc(F)c3)CC2)CC1 | -0.4%[11.4 µM] | 4% | -14% | .
CC(C)(Oc1ccc(Cl)cc1)C(=O)Nc1nnc2n1CCS2 | -1.9% | -20% | -1% | 13%[10.9 µM]
CCC(CC)C(=O)Nc1cccc(-c2cn3cccnc3n2)c1 | -3.7% | -11% | -6% | -12%[10.9 µM]
COc1cc(NC(=O)C2CCCC2)c(OC)cc1Cl | 0.1% | 4% | -1% | -8%
CCn1nc(NC(=O)c2ccncc2)c2cc3ccc(C)cc3nc21 | -1.6% | -4% | 0% | -9%
COc1ccc(Br)c(C(=O)Nc2cc3c(cc2N2CCOCC2)n(C)c(=O)n3C)c1 | 0.6% | 5% | -2% | 4%[10.9 µM]
Cc1cc(NC(=O)CSc2nc3ccccc3c(=O)n2CCCC(=O)NCc2ccco2)n[nH]1 | 9.0% | 13% | -6% | -29%
COc1ccc(NC(=O)CN(c2ccc(C)cc2)S(=O)(=O)c2cccc3nonc23)cc1OC | -3.3% | 15% | 3% | -2%[10.9 µM]
COc1ccc(C(=O)Nc2ccc(N3CCN(c4ccc(OC)cc4)CC3)c(C#N)c2)cc1 | 0.3% | -1% | 2% | 1%
Cc1cc(=O)[nH]c2nnc(SCc3c(F)cccc3Cl)n12 | 6.9% | -18% | 4% | 9%[10.9 µM]
O=C(NCc1ccccn1)c1cccs1 | 0.9% | -4% | 2% | -2%

Compound profiles, from the list above.
`CCC(CC)C(=O)Nc1cccc(-c2cn3cccnc3n2)c1` is entered as IkB sig inh: -3.7%; p53ts 39C tox: -11%; p53ts 32C tox: -6%; Peg3 imprint: -12%[10.9 µM]
`Cc1cc(C)n(-c2nnc3n2N=C(c2c[nH]c4ccccc24)CS3)n1` is entered as IkB sig inh: -10%; p53ts 39C tox: -5%; p53ts 32C tox: 13%; Peg3 imprint: -28%
`COC(=O)c1ccc(NS(=O)(=O)c2c(C)nc3sccn3c2=O)cc1` is entered as IkB sig inh: -0.8%; p53ts 39C tox: -6%; p53ts 32C tox: -2%; Peg3 imprint: -15%[10.9 µM]

Continuation:
SMILES | IkB sig inh | p53ts 39C tox | p53ts 32C tox | Peg3 imprint
CCOc1ccc(-n2ccnc2SCC(=O)Nc2ccc(OC)cc2OC)cc1 | 2.1% | -14% | -1% | -9%[10.9 µM]
COc1ccc(CNC(=O)C(C)n2nc(C)c3c(C)n(-c4ccccc4)nc3c2=O)c(OC)c1 (stereo unspecified) | 2.9% | 4% | -2% | 13%[10.9 µM]
COc1ccc(NC(=O)C2CCCN(C)C2)cc1OCC(C)C (stereo unspecified) | . | 15% | -8% | .
COc1ccc(CCNS(=O)(=O)c2cccc(C(=O)O)c2)cc1OC | -0.6% | 9% | 29% | -9%
Cc1c(CNC2CCCCC2)c(C(=O)O)c(C)n1Cc1ccc(Cl)cc1 | 1.1% | -4% | -6% | -11%[10.9 µM]
Cc1cc(C)cc(N(CC(=O)Nc2ccc(C)cc2Cl)S(=O)(=O)c2c(C)[nH]c(=O)[nH]c2=O)c1 | ? | -13% | 11% | -6%[10.9 µM]
COc1ccc(CN2CC(C(=O)NCc3cccc(OC)c3)CC2=O)cc1 (stereo unspecified) | -0.3% | 0% | -2% | 6%
Cn1c(SCC(=O)O)nc2ccccc2c1=O | -0.7% | 21% | 13% | 4%
O=C(Nc1ccccc1C(F)(F)F)C1CCN(S(=O)(=O)c2ccccc2)CC1 | 2.9% | -7% | 7% | -17%[10.9 µM]
C=CCNc1nnc(C)c2ccccc12 | 2.2% | 22% | 28% | -11%
CCOc1ccccc1OCC(=O)NCc1ccco1 | 9.8% | 10% | 0% | -18%
O=C(COc1ccccc1)OCc1cc(=O)n2nc(-c3cccs3)sc2n1 | ? | -18% | -4% | -12%[10.9 µM]
CCC(=O)Nc1cc2nn(-c3ccc(OC)cc3)nc2cc1C | -2.8% | ? | ? | 6%
CCn1c(C)c(C)c2cc(C(=O)NCc3ccc(F)cc3)ccc21 | ? | -5% | 10% | -3%[10.9 µM]
Cc1ccc(C)c(NS(=O)(=O)c2ccc3c4c(cccc24)C(=O)N3)c1 | ? | ? | ? | -12%[10.9 µM]
CC(=O)Oc1cc2c(C(C)=O)coc2c2ccccc12 | 0.6% | -7% | 3% | -11%
CCc1ccc(Oc2c(C(F)(F)F)oc3c(CN4CCN(CC)CC4)c(O)ccc3c2=O)cc1 | ? | -16% | 3% | -4%[10.9 µM]
CCN(CC)CCN1C(=O)C(O)=C(C(=O)c2sc(C)nc2C)C1c1cccnc1 (stereo unspecified) | -0.2% | -3% | -6% | -3%
CC(C)NC(=O)c1cccc(Cn2cc(Cl)cn2)c1 | -0.8% | 7% | 10% | -2%
CC(CCc1ccccc1)NC(=O)CN1CCN(Cc2ccccc2)C1=O (stereo unspecified) | 2.3% | 13% | 11% | -8%
Cn1c(SCC(=O)N2CCCc3ccccc32)ncc(C(=O)Nc2ccccc2)c1=O | ? | -14% | 1% | -9%[10.9 µM]
COc1ccc(-c2nsc(NC(=O)c3ccccc3Br)n2)cc1 | ? | -11% | -5% | -6%[10.9 µM]
CCN(CC)S(=O)(=O)c1ccc(OC)c(NC(=O)c2cc3c(=O)n4ccccc4nc3s2)c1 | . | -1% | 21% | .
COc1ccc(C(=O)CN2C(=O)N(c3cc(C)cc(C)c3)S(=O)(=O)c3ccccc32)cc1 | -0.3% | -3% | 2% | -9%[10.9 µM]
Cc1nnc(N2CCN(c3cccc(Cl)c3)CC2)c2c1nnn2Cc1ccc(F)cc1 | ? | -14% | 2% | -9%[10.9 µM]
Cc1ccc(OCC(=O)OC2=C(C(=O)c3ccccc3)N(C)S(=O)(=O)c3ccccc32)cc1 | ? | 11% | 0% | -7%[10.9 µM]
O=C(NCc1cccnc1)NC1(C(F)(F)F)Oc2ccc(Cl)cc2O1 (stereo unspecified) | ? | -16% | -15% | -18%
Cc1ccc(C)c(Nc2cc(C(=O)NC3CCCC3)c3ccccc3n2)c1 | -1.1% | -12% | 1% | -7%[10.9 µM]
CCCCCCc1c(O)c2ccccc2[nH]c1=O | 7.4% | -2% | -8% | .
Cc1oc2ccc(O)c(CN3CCCCCC3)c2c1C(=O)Nc1cccc(C(F)(F)F)c1 | 3.2% | 16µM* | -29% | -11%[10.9 µM]

The last 4 compounds of the part above are carried over, then new ones follow.
SMILES | IkB sig inh | p53ts 39C tox | p53ts 32C tox | Peg3 imprint
O=C(NCc1cccnc1)NC1(C(F)(F)F)Oc2ccc(Cl)cc2O1 (stereo unspecified) | ? | -16% | -15% | -18%
Cc1ccc(C)c(Nc2cc(C(=O)NC3CCCC3)c3ccccc3n2)c1 | -1.1% | -12% | 1% | -7%[10.9 µM]
CCCCCCc1c(O)c2ccccc2[nH]c1=O | 7.4% | -2% | -8% | .
Cc1oc2ccc(O)c(CN3CCCCCC3)c2c1C(=O)Nc1cccc(C(F)(F)F)c1 | 3.2% | 16µM* | -29% | -11%[10.9 µM]
COc1cccc(-n2ccnc2SCC(=O)NCc2ccccc2)c1 | 2.1% | 0% | 7% | -13%
COc1ccc(NC(=O)C(Cc2ccccc2)NS(=O)(=O)c2ccc3c(c2)CCC(=O)N3)c(OC)c1 (stereo unspecified) | 1.2% | -4% | 8% | -12%[10.9 µM]
O=C(CCS(=O)(=O)Cc1ccccc1)NCC1CCCO1 (stereo unspecified) | -2.8% | 8% | 3% | -11%
COCC(=O)Oc1c(Sc2ccc(C)cc2)c(C)nn1C(C)(C)C | ? | -27% | -4% | 8%[10.9 µM]
COc1ccc(NC(=O)CSc2nc(-c3ccco3)cc(C(F)(F)F)n2)cc1 | 2.9% | -16% | 9% | -7%[10.9 µM]
O=C1CC2CS(=O)(=O)CC2N1C1CCCCC1 (stereo unspecified) | 2.0% | 6% | 9% | 1%
CCOC(=O)c1ccc(NC(=O)C2CCN(S(=O)(=O)c3ccccc3)CC2)cc1 | 0.0% | 1% | 0% | 10%
CCOC(=O)N1CCC(NC(=O)c2sc3nc4n(c(=O)c3c2C)CCCC4)CC1 | 1.1% | 7% | 0% | 0%
CCOc1ccc2nc(NC(=O)CN3CCN(c4ccccn4)CC3)sc2c1 | 2.4% | -8% | -8% | -10%
CCOC(=O)c1cnc2c(ccc3ccccc32)c1Nc1ccccc1OCC | 3.5% | 17% | 3% | -14%[10.9 µM]
CCCNC(=O)c1ccc(-n2c(-c3ccccc3)cc3c2CCC(C)C3)cc1 (stereo unspecified) | 0.6% | -21% | 23% | -5%[10.9 µM]
Nc1ccc2c(c1)C(=O)N(CC1CCCO1)C2=O (stereo unspecified) | -3.0% | -5% | -5% | 8%
Cc1ccc(S(=O)(=O)c2nc(-c3cccs3)oc2SC(C)c2ccccc2)cc1 (stereo unspecified) | -4.4% | 20% | 10% | -13%[10.9 µM]
Cc1ccc(-c2nc3sc(CCNC(=O)c4ccc(C)c(C)c4)c(C)n3n2)cc1 | ? | -1% | -8% | ?
COc1ccccc1NC(=O)C1=C(C)Nc2ncnn2C1c1ccccc1C(=O)O (stereo unspecified) | ? | 12% | -9% | 7%[10.9 µM]
CN(C)S(=O)(=O)c1ccc(C(=O)Nc2ccccn2)cc1 | -1.7% | -2% | -19% | -24%
Cc1ccc(-n2c(/C=C/c3c(C)n(C)c4ccccc34)nc3ccccc3c2=O)cc1 | -1.5% | 1% | 3% | -7%[10.9 µM]
CN(C)CCCNC(CC(=O)Nc1ccc(Cl)cc1)C(=O)O (stereo unspecified) | -0.6% | 7% | 2% | -11%
O=C(O)C1CC(=O)N(c2ccc(F)c(F)c2)C1 (stereo unspecified) | 2.2% | 11% | 4% | 13%
